Compound activity (PubChem BioAssay)
TNFa cytotox – toxic to HUVEC cells under TNF alpha stimulation | HUVEC TNFalpha-stimulated, Hoechst cell count, imaging | cell count reduction, % at 2 µM | hit rate 0.17% among 93,000;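 active = cell count reduction exceeding the screen mean by over 5 SD, scaled to untreated wells per plate, cut at about 78% in these data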;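 note: cells counted after 24 h of TNF alpha exposure following the 1 h pretreatment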
E coli WT exp – E. coli BW25113 growth inhibition, expanded screen | OD600 absorbance | growth inhibition, % at 100 µM | hit rate 0.15% among 98,000 | AID 710;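 active = growth inhibition above about 50% at one test dose, limit read from the data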;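 note: growth measured after 20 h incubation at 37 °C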
cytoskel mod – alters cytoskeleton assembly in HUVEC cells; AID 836; hit rate 0.18% among 91,000; inhibition, % at 2 µM; HUVEC TNFa F-actin phalloidin imaging, high content;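 active = inhibition above the batch mean plus 3 SD and confirmed as a hit by visual image inspection, cut at about 30% in these data, passing the limit was not always enough; inconclusive = above the inhibition threshold but rejected on visual inspection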; note: strong numbers were not always called active
DAT uptake mod – modulates human dopamine transporter uptake under cocaine; Q01959; LLC-PK1 hDAT cells, [14C]-dopamine uptake with cocaine IC80; actives deviate in either direction; B-score at 10 µM; hit rate 1.3% among 110,000; AID 449768;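 active = Z score or B-score, a plate-position-corrected score, falls beyond the plate's 99.7% confidence bounds, in either direction; inactive = both scores lie inside the 99.7% bounds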;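 note: scored against the spread of the other compound wells on the same plate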
IL1B cytotox – toxic to HUVEC cells under IL-1B stimulation. HUVEC cell count loss, Hoechst imaging, IL-1B stimulated. cell count reduction, % at 2 µM. hit rate 0.41% among 94,000;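 active = cell count reduction more than 3 SD above the screen-wide mean, cut at about 70% in these data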;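 note: normalized per plate to untreated control cells as the no-loss baseline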
PLK1 kinase inh – PLK1 (human) kinase inhibition; P53350; recombinant PLK1 kinase, TR-FRET peptide phosphorylation; inhibition, % at 10 µM; hit rate 0.53% among 97,000; AID 619;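 active = inhibition of 50% or more in the single-concentration screen; inactive = inhibition below 50%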;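 note: 0% = DMSO max control and 100% = H-89 dihydrochloride min control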
Target sequence (P53350 whole entry, looked up): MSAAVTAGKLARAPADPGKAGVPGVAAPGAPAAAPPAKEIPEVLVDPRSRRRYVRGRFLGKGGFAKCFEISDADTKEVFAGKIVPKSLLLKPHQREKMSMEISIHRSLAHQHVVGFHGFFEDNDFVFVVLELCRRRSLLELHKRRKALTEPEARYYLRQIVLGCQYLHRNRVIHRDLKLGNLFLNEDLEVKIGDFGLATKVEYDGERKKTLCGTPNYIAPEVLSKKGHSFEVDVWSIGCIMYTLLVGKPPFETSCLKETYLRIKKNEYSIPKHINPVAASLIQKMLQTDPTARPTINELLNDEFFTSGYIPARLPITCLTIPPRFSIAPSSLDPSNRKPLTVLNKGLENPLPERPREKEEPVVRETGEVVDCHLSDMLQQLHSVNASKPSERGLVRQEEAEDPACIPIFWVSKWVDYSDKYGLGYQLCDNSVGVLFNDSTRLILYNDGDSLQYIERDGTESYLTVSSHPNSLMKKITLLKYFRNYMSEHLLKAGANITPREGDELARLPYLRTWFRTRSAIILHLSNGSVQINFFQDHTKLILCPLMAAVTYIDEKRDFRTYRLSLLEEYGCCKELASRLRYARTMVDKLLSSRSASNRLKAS
VCAM1 TNFa inh – reduces TNF alpha induced VCAM1 expression in HUVEC | hit rate 0.48% among 95,000 | inhibition, % at 2 µM | HUVEC TNFa-induced VCAM-1 immunofluorescence, high-content imaging | AID 802;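 active = inhibition above the batch mean plus 3 SD, with images confirmed as a hit by eye, cut at about 37% in these data; inconclusive = inhibition above that limit but hit not confirmed in images; inactive = inhibition not above that limit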;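 note: 0% = TNF-stimulated DMSO wells and 100% = unstimulated control wells; not every result past the cut was called active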
PLK1 PBD inh – blocks phosphopeptide binding to human Plk1 polo box domain. Plk1 PBD phosphopeptide binding, fluorescence polarization. inhibition, %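 (tested at about 20 µM)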. hit rate 0.13% among 97,000. AID 693; in the data active = inhibition above about 34%, passing the limit was not always enough
sEH inh – inhibitors of human soluble epoxide hydrolase; recombinant human sEH enzymatic activity assay; inhibition, % at 2 µM; AID 707; P34913; hit rate 0.34% among 91,000; in the data active = inhibition above about 80%; note: values of inactives mirror those of a sister screen read the other way; many of its hits are not listed in these tables
Numbers without * were called inactive; ? = inconclusive; . = not tested or not shown.

SMILES	TNFa cytotox	E coli WT exp	cytoskel mod	DAT uptake mod	IL1B cytotox	PLK1 kinase inh	VCAM1 TNFa inh	PLK1 PBD inh	sEH inh
Cc1ccc(C)c(OCC(=O)N/N=C/c2ccsc2)c1	1	-9	-6	-0.27	2	-5	4	13	16
Cc1cccc(OCC(=O)NC(C)C(=O)N/N=C/c2c(OCc3ccccc3)ccc3ccccc23)c1 (stereo unspecified)	-9	-9	-16	0.18	7	0	9	15	0
COc1ccc2occ(C(=O)c3cccs3)c2c1	19	3	-6	0.74	-1	-1	13	-5	-7
CCCCc1cc(=O)oc2c(CN(C)C)c(O)ccc12	.	3	.	-1.5	-7	-18	.	-1	-23
COc1cc(OC)cc(C(=O)N2CCCc3ccccc32)c1	-37	4	11	-0.56	-10	-16	24	-17	.
CCn1nc(NC(=O)c2ccncc2)c2cc3ccccc3nc21	-37	-3	22	0.99	-11	-5	21	12	.
O=C1c2cccc3cccc(c23)C(=O)N1OS(=O)(=O)c1ccccc1	4	-4	-4	-0.078	10	4	13	11	1
CCCC(=O)Nc1ccc(C(=O)O)cc1NC(=O)CCC	-3	-3	2	0.98	-1	-8	-5	12	-11
CCOC(=O)C1CCCN(S(=O)(=O)c2ccc(OC)c3ccccc23)C1 (stereo unspecified)	-15	-19	6	1.9	-3	-2	18	19	8
COC(=O)c1cc(C(=O)OC)cc(N2C(=O)CN=C2Nc2nc(C)cc(C)n2)c1	-8	-5	9	-0.31	63	-9	6	-9	-5
[O-]/C(=C(\C(=S)Nc1cccc2ccccc12)[n+]1ccccc1)c1ccc2c(c1)OCCO2	-38	-12	.	-0.0039	-3	-3	4	-6	11
O=C(CSc1nnc(-c2ccccc2)o1)NC1CCCCC1	-10	10	2	1.1	-107	-10	23	-2	21
COc1ccc(CNC(=O)COC(=O)c2cc(-c3ccc(Cl)s3)nc3ccccc23)cc1	-16	-17	-6	.	-10	-29	2	-12	-6
Cc1ccc2c(C(=O)CN3CCCC3)c(C)[nH]c2c1	-14	3	33	-0.58	8	-6	7	-16	-10
Cc1ccc(-n2ncc3c(=O)[nH]c(SCC(=O)N4CCN(c5ccccc5)CC4)nc32)cc1	-10	.	9	0.019	1	-8	7	-28	-2
C=CCSc1nnc(NC(=O)c2ccc(S(=O)(=O)NCC3CCCO3)cc2)s1 (stereo unspecified)	5	-18	-9	-0.72	8	-5	-13	-21	14
CCN(CC)C(=O)COc1ccc(-c2ccccc2)cc1	-8	6	14	1.5	-2	-7	8	12	-11
CCc1ccc(N2CC(C(=O)Nc3nccs3)CC2=O)cc1 (stereo unspecified)	-11	-1	26	-0.0032	-115	9	15	-7	8
COc1cccc(OC)c1OCCCCN1CCCC1	-2	2	4	-0.36	-2	-5	17	-28	-3
c1coc(-c2nnc3sc(Cc4cccs4)nn23)c1	-26	9	-14	1.7	-22	3	6	0	9
CCOC(=O)Nc1cccc(OCC(=O)Nc2ccccc2OC)c1	.	-7	.	1.1	-3	-9	.	0	6
COc1cc(NC(=O)C2CC(=O)NC3=C2C(=O)CC(C)(C)C3)c(OC)cc1Cl (stereo unspecified)	-38	5	-1	1.1	-28	0	-24	-29	10
Cn1c(NC(=O)C2c3ccccc3Oc3ccccc32)cc(=O)n(C)c1=O	65	0	-34	-1.3	-23	-8	94*	19	-7
Cc1ccc(C2CC(c3ccccc3OC(F)F)Nc3ncnn32)cc1 (stereo unspecified)	-11	-1	-1	1.5	-26	-9	18	-11	2
CCOC(=O)CN1CC23C=CC(O2)C(C(=O)Nc2ccc(C(C)=O)cc2)C3C1=O (stereo unspecified)	-7	8	4	-0.94	-7	-12	8	-21	2
Additional results follow:
SMILES	TNFa cytotox	E coli WT exp	cytoskel mod	DAT uptake mod	IL1B cytotox	PLK1 kinase inh	VCAM1 TNFa inh	PLK1 PBD inh	sEH inh
Cc1ccc(NC(=O)N2CCC(c3nc4c(nnn4Cc4c(F)cccc4Cl)c(=O)[nH]3)CC2)cc1	-13	-5	14	0.62	-7	-1	-6	21	-8
O=C(c1cccc(N2CCCC2=O)c1)N1CCOCC1	-18	3	16	-0.45	-11	-7	5	-25	12
Cc1cc(C)cc(NC(=O)C2CCN(c3nccs3)CC2)c1	-36	10	.	0.99	-63	4	-11	13	36
COCCn1c(C)c(C(=O)O)sc1=S	-10	0	12	-0.062	-6	1	23	-28	2
O=C(Cc1ccccc1)N[C@@H](Cc1ccccc1)c1nc2ccccc2[nH]1	15	-5	-2	-0.62	-16	-3	10	-4	-2
COc1cccc(/C=N/Nc2nn3cnnc3c3ccccc23)c1	-40	-5	0	0.017	9	-9	-25	3	-1
CC(OC(=O)c1snc(C(=O)NC2CCCCC2)c1N)C(=O)NC(C)(C)C (stereo unspecified)	14	.	-12	1.3	4	-9	17	-2	1
CCc1cc2cc3c(cc2nc1SCC(=O)Nc1nnc(C)s1)OCCO3	0	-6	-14	0.72	-11	-7	17	-2	7
CC1(C)Cc2noc(N)c2C(C)(C)N1OC(=O)c1ccco1	-1	-10	7	1.3	-8	-10	17	12	8
COc1ccc(C(CC(=O)O)NC(=O)c2ccco2)cc1OC (stereo unspecified)	-18	-4	12	-0.81	8	-11	-3	-11	-2
Cc1c(C(=O)O)nnn1-c1ccccc1	-19	-1	24	-0.44	-10	-8	9	-4	3
COc1ccc(S(=O)(=O)N2CCCC2C(=O)Nn2cnnc2)cc1 (stereo unspecified)	-2	3	-2	-0.82	-6	1	0	6	.
COc1ccc2oc(C(=O)C3CC3)c(N)c2c1	-15	10	0	2.2	-14	-7	-20	-7	2
Nn1c(SCC(=O)NC(=O)NCc2ccco2)nnc1-c1ccc(OC(F)F)cc1	-7	4	-7	.	11	-10	-10	-16	-12
CCOc1ccc(N(C(C)C(=O)Nc2ccc(OC)cc2)S(C)(=O)=O)cc1 (stereo unspecified)	-5	5	0	1.9	10	-3	-18	-4	-11
Cc1ccc(NC(=O)c2nnn(-c3cc(C)cc(C)c3)c2N)cc1	-24	-10	-19	1.4	-18	-9	9	-10	0
CC(=O)Nc1nn(C)c2nc3cc(C)ccc3cc12	-8	-4	62	-0.36	-34	-4	2	-26	-1
COc1ccc(-c2nnn(CC(=O)N3CCOCC3)n2)cc1	-39	4	21	-0.23	-12	-4	8	17	4
COc1cc(-c2nc(N)n[nH]2)cc(OC)c1OC	-6	25	-4	-0.27	-37	6	-4	-11	-2
Oc1cccc(-c2nc3ccc4ccccc4c3c3c2CCC3)c1	-14	-10	6	0.58	-11	-9	-38	-6	14
CCOC(=O)C1CCN(Cc2ccc(O)c(OC)c2)CC1	-23	-11	.	-0.19	-8	-3	6	-16	-17
CCOC(=O)c1ccc(NC(=O)N2CCN(S(C)(=O)=O)CC2)cc1	-5	12	-6	0.32	-15	-4	11	14	6
Cc1ccccc1CNC(=O)c1ccc(CSCc2ccccc2)cc1	-6	-24	9	0.61	2	0	-4	-17	66
O=C(NCC12CC3CC(CC(C3)C1)C2)c1nn2cccnc2c1Cl	2	9	-6	0.81	3	-12	0	23	-13
COc1ccccc1-n1c(C)nnc1SCC(=O)NCc1ccccc1	-27	.	7	-0.3	-45	-12	-2	9	-1

A different layout for some results above.
Each structure is followed by: TNFa cytotox, E coli WT exp, cytoskel mod, DAT uptake mod, IL1B cytotox, PLK1 kinase inh, VCAM1 TNFa inh, PLK1 PBD inh, sEH inh
CCOC(=O)c1ccc(NC(=O)N2CCN(S(C)(=O)=O)CC2)cc1
→ -5, 12, -6, 0.32, -15, -4, 11, 14, 6
Cc1ccccc1CNC(=O)c1ccc(CSCc2ccccc2)cc1
→ -6, -24, 9, 0.61, 2, 0, -4, -17, 66
O=C(NCC12CC3CC(CC(C3)C1)C2)c1nn2cccnc2c1Cl
→ 2, 9, -6, 0.81, 3, -12, 0, 23, -13
COc1ccccc1-n1c(C)nnc1SCC(=O)NCc1ccccc1
→ -27, ., 7, -0.3, -45, -12, -2, 9, -1

The list goes on:
SMILES	TNFa cytotox	E coli WT exp	cytoskel mod	DAT uptake mod	IL1B cytotox	PLK1 kinase inh	VCAM1 TNFa inh	PLK1 PBD inh	sEH inh
CN(C)S(=O)(=O)c1ccc(/C(O)=C2/C(=O)C(=O)N(Cc3cccnc3)C2c2ccco2)cc1 (stereo unspecified)	-9	6	-16	-0.7	-30	-9	-13	-7	42
Cc1ccc2c(CC(=O)OCc3csc(C)n3)coc2c1	-15	9	13	-7.4*	-2	-1	15	12	6
CS(=O)(=O)N(CC(N)=O)c1ccc2c(c1)OCO2	-13	0	-11	0.21	-50	0	-22	-7	0
FC(F)(F)C12CC(c3ccccc3)=NCCN1CCN2 (stereo unspecified)	-11	5	-6	0.37	-20	0	7	20	-4
O=S(=O)(c1ccc(F)cc1)N1CCN(c2nc(-c3ccc(F)cc3)cs2)CC1	8	-2	-38	0.45	-3	-7	-12	17	-14
Cc1occc1C(=O)NC(C)C(C)(C)C (stereo unspecified)	.	0	.	-0.031	-2	-6	.	-9	-7
CCOCC(=O)Nc1ccc(C)c(Cl)c1	-20	5	14	-0.12	-17	6	6	-21	-2
CC(C)(C)c1ccc(C(=O)N/N=C/c2cccc(Cl)c2)cc1	.	-15	?	-0.47	-18	-11	.	-1	10
CC1(C)CC(c2csc(N)n2)CCO1 (stereo unspecified)	-1	-5	-11	-1.7	-4	-1	6	13	18
FC(F)(F)c1ccc(N2CCOCC2)c(NC2=NCCCCC2)c1	-29	-5	-22	-1.2	3	0	13	-21	3
CCC1CCCCN1C(=O)c1nn2cccnc2c1Cl (stereo unspecified)	.	12	.	-0.24	-24	-6	.	-24	5
CSc1nc(C)nc2c1c(=O)n(C)c(=O)n2C	.	2	.	-1.6	.	68*	.	-2	.
O=C(CSc1ccc2nnc(-c3ccc(Cl)cc3)n2n1)N1CCc2ccccc21	-25	2	5	.	8	-23	21	-22	-3
COC(=O)c1cc(=O)n2c(-c3ccccc3)csc2n1	-16	-5	-9	0.38	12	-11	-1	1	3
O=C(C[n+]1ccc(C(=O)N/N=C/c2ccc(Cl)cc2Cl)cc1)c1ccccc1	-12	-11	.	2	3	-4	12	4	27
COc1ccc(C(=O)c2oc3nc(C)cc(C)c3c2N)cc1	-7	-8	-8	1.1	6	-21	-1	-9	.
CCN1C2=C(C(=O)CCC2)C(c2ccc(O)c(Br)c2)C2=C1CCCC2=O	54	2	5	0.65	-17	-12	2	15	4
Cc1cc2c(n1-c1ccc(Br)cc1)CC(C)(C)CC2=O	-22	4	12	-0.032	-1	-1	-2	-20	14
CCOc1ccc(NC2=NCC(=O)N2Cc2cccs2)cc1	-23	6	8	0.61	-22	-8	6	-20	3
COc1ccccc1NC(=O)C1=C(C)Nc2nc(-c3cccs3)nn2C1c1cccnc1 (stereo unspecified)	-34	-2	0	2.4	-7	-6	7	-6	0
Nc1cc(=O)[nH]c(=O)n1Cc1ccco1	-15	3	-14	0.21	-15	-7	27	2	2
Cc1noc(C)c1S(=O)(=O)N(CCc1ccccc1)Cc1ccccc1	-24	-1	1	-1.9	-4	-18	2	11	.
CCOc1ccc(NC(=O)c2ccncc2)cc1	-3	-2	-6	0.0079	-5	-9	10	-14	1
CCCC(=O)Nc1ccc(C(=O)NCC2CCCO2)cc1 (stereo unspecified)	-11	3	-1	-2.1	-48	-8	-10	-12	-8
CC1=C(C(N)=O)C(c2cccs2)n2nc(-c3cccc(Cl)c3)nc2N1 (stereo unspecified)	-2	16	-18	2	-70	3	-1	2	3
CCOc1ccc(C(CC(=O)O)NC(=O)c2ccco2)cc1 (stereo unspecified)	-26	.	15	-0.013	-15	-7	17	-30	-3
COC(=O)CSc1nnc(CNC(=O)c2ccccc2OC)n1C	51	-1	-24	-1.4	-6	-10	2	-14	9
CC(C)C(=O)N/N=C/c1ccc(OCc2ccccc2)cc1	19	-5	-19	.	-6	-14	1	24	-2
Cc1cccc(NC(=O)Nc2ccc3c(c2)N(C)C(=O)CS3)n1	21	-5	-13	-0.57	18	-8	25	-26	13
Cc1noc(C)c1S(=O)(=O)N(CC(=O)N1CCn2c1nc1ccccc12)c1ccc(C(C)C)cc1	-26	-2	-4	1.3	9	0	14	-1	-14
